STK33 kinase inh = human STK33 kinase inhibition; AID 2661; inhibition, % at 10 µM; 320,000 tested, 0.073% active; purified STK33, MBP phosphorylation, ADP-Glo luminescence; Q9BYT3;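 active = inhibition at or above 25%, using the most active replicate where run in duplicate; inactive = inhibition below 25%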
Target sequence (Q9BYT3 whole entry, looked up): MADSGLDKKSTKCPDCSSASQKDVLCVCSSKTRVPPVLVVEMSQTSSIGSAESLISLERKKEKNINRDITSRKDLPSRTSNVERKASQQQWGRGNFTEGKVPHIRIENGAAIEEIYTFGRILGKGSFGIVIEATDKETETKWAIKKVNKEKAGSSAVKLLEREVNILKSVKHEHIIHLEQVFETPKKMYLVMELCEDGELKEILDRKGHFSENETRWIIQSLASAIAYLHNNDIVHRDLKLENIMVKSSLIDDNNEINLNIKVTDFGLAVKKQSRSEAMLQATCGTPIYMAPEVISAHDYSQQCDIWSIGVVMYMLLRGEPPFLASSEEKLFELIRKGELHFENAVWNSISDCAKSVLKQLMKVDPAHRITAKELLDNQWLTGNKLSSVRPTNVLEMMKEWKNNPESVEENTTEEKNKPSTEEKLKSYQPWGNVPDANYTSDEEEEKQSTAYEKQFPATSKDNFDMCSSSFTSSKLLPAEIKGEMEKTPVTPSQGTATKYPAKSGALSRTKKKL
Kir21 block = inhibitors of mouse Kir2.1 inward-rectifier potassium channel | P35561 | HEK293-Kir2.1, FluxOR thallium flux fluorescence; stronger effect = lower value | B-score at 10 µM | 310,000 tested, 0.85% active;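 active = fluorescence ratio B-score at or below minus 3 SD of library scores, with starting-brightness B-score within 2 SD, cut at about -4.2 in these data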;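 note: channel flux triggered by added potassium and thallium sulfate stimulus; B-score of peak minus minimum fluorescence over baseline after thallium stimulus; more negative B-score means stronger Kir2.1 block with less thallium influx; some compounds called inactive have numbers as strong as hits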
Target sequence (P35561 whole entry, looked up): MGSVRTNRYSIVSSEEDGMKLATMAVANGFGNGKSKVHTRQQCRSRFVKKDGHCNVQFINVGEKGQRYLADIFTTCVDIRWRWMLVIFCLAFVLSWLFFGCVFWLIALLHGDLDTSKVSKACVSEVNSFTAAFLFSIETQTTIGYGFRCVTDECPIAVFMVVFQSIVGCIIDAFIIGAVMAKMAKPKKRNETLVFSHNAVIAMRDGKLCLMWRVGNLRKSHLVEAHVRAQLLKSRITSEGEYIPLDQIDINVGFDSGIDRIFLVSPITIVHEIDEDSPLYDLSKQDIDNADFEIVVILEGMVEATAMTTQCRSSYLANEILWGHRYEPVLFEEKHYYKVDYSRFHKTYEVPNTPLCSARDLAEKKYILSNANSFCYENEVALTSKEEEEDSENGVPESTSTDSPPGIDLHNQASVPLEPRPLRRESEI
Starred values were filed as active, the others as inactive; / = not tested or not shown.

Second line of a record: STK33 kinase inh	Kir21 block
CCOC(=O)c1c(C)[nH]c(C)c1S(=O)(=O)N1c2ccccc2CC1C (stereo not drawn)
    1.5	-0.36
CCc1c(C)nc(SCC(=O)N2CCN(c3ccccc3)CC2)[nH]c1=O
    -1.5	0.91
COc1ccc(N2CCN(C(=O)c3ccc(CNc4c(N5CCOCC5)c(=O)c4=O)cc3)CC2)cc1
    -0.7	-0.8
O=C(Nc1ccc(F)cc1)C1CC(=O)n2ncnc2N1 (stereo not drawn)
    1.6	-1
O=C(CN(c1ccccc1)S(=O)(=O)c1ccccc1)N/N=C/c1ccco1
    -1.8	1.3
CCc1nnc(NC(=O)CN2C(=O)c3ccccc3C2=O)s1
    -1.0	2
Cc1cn(CCC(=O)Nc2ccccc2N2CCOCC2)c2ccccc12
    -2.7	-3.6
O=S(=O)(c1ccc(Cl)cc1)N1CCCC(c2nc(-c3ccc(F)cc3)no2)C1 (stereo not drawn)
    -0.7	/
CCOc1ccc(C(=O)Nc2ccc3[nH]ncc3c2)cc1
    -1.5	1.8
Oc1ccc(-c2n[nH]c(=S)n2Cc2ccccc2)cc1
    -0.6	-0.48
COc1cccc(C2=CC(c3cc(OC)ccc3OC)n3nnnc3N2)c1 (stereo not drawn)
    -0.6	0.01
CCCCCn1c(=O)[nH]c2c(c1=O)CCC2
    0.5	1.6
COc1ccc(C2(c3ccc(OC)cc3)NC(=O)N(CC(=O)Nc3cc(C)on3)C2=O)cc1
    -0.2	/
O=C(O)c1cnn(-c2nc(-c3ccc(Br)cc3)cs2)c1C(F)(F)F
    -2.6	0.95
COCCNC(=O)C(c1cccc(OC)c1)N(Cc1cccs1)C(=O)Cn1nnc2ccccc21 (stereo not drawn)
    -1.7	-0.29
N#CCCN1CCN(S(=O)(=O)c2ccc(S(=O)(=O)NC3CC3)cc2)CC1
    0.1	1.1
CC(=O)[C@H]1CCC2C3CC=C4C[C@@H](O)CC[C@]4(C)C3CC[C@@]21C (stereo partly drawn)
    0.5	/
Cc1ccc(CC2S/C(=C(/C#N)C(=O)N3CCOCC3)N(c3ccccc3)C2=O)cc1 (stereo not drawn)
    -0.4	-0.09
COc1cccc(/C=N/NC(=O)CCCC(=O)NC2CCCCC2)c1
    -2.1	-0.02
COc1cc(C)c(CN2CCC(Cc3ccccc3)CC2)cc1C
    0.0	0.69
COc1cc(NC(=O)c2cc3ccccc3cc2OC)ccc1NC(=O)c1cccs1
    -2.2	-2.4
CCCn1c(=O)c2c(nc3n2CCCN3CCc2ccc(OC)c(OC)c2)n(C)c1=O
    -1.1	-0.02
CCc1ccc(C(O)(c2ccccc2OC)C(CN2CCOCC2)c2ccccc2)cc1 (stereo not drawn)
    1.1	-0.76
Cc1ccc(/C=C/C(=O)N2CCc3ccccc32)o1
    1.9	0.04
COc1ccc(-c2cc(=O)oc3c(C)c(OCC(=O)N[C@@H](Cc4ccc(O)cc4)C(=O)O)ccc23)cc1
    -1.5	-0.04
COc1ccc(CCNc2ncnc3c2nnn3Cc2ccccc2)cc1OC
    -1.1	2
N#Cc1c(N)nc2c(c1-c1ccc(Br)s1)CCCC2
    -1.4	-0.55
O=C(Nc1ccccc1)c1cc([N+](=O)[O-])ccc1NC1CCCCC1
    -1.9	-0.66
CC(C)c1ccc2oc3nc(N)c(C(=O)O)cc3c(=O)c2c1
    9.7	1.8
COCCn1c(=O)[nH]c2cc(C(=O)OC)ccc2c1=O
    -1.3	0.02
Cc1cccc(NC(=S)N=Nc2c(O)n(C)c3ccc(S(=O)(=O)N4CCOCC4)cc23)c1
    -0.7	0.9
CC(C)n1c(CN2CCN(C(=O)c3ccco3)CC2)nc2c1c(=O)n(C)c(=O)n2C
    0.5	0.86
COc1cc(OC)cc(C(=O)Nc2ccc3c(c2)OCCO3)c1
    1.7	1.2
CCOc1ccc(CNS(=O)(=O)c2c(C(=O)N3CCCC3)c(C)n(C)c2C)cc1OC
    -0.1	-0.61
COC(=O)c1ccccc1NC(=S)NC(=O)C1CCCCC1
    -0.9	0.96
CNC(=O)c1c(I)c(C(=O)NCC(=O)Nc2c(I)c(C(=O)O)c(I)c(C(=O)NCCO)c2I)c(I)c(N(C)C(C)=O)c1I
    -0.9	/
COc1ccc(CCNC(=O)C2CCN(C(=O)c3ccc([N+](=O)[O-])cc3)CC2)cc1
    -2.3	-0.12
O=C(O)/C=C/C(=O)N1N=C(c2ccco2)CC1c1ccco1 (stereo not drawn)
    -0.5	0.81
CCCCn1c(N)c(N(CCOC)C(=O)c2cccc(OCc3ccccc3)c2)c(=O)[nH]c1=O
    -1.1	1.2
Cc1ccc(C(=O)NNC(=O)C2CCN(Cc3ccccc3)CC2)cc1
    0.2	-0.03
Cc1cc(Br)cn2cc(C(=O)O)nc12
    -1.2	-0.55
Cc1ncc(CN2CCN(Cc3ccc(F)cc3)C(CCO)C2)s1 (stereo not drawn)
    0.1	-0.77
O=C(CSCc1cccc(Br)c1)NC1CC1
    -2.0	1.2
CC(=C/c1ccco1)/C=N/NC(=O)c1nnn(-c2nonc2N)c1CN(C)C
    -0.5	0.18
Cn1nc(C(C)(C)C)c([N+](=O)[O-])c1C(=O)NCCO
    0.6	-0.39
Nc1nnc(SCc2cc3c(cc2Cl)OCO3)s1
    /	-0.72
CCOC(=O)Cc1nnc(NC(=O)c2ccccc2OCC)s1
    0.1	0.68
O=C(NNc1ccccn1)C(c1ccccc1)c1ccccc1
    0.6	-0.95
Cc1cccn2c(CN(C)CC3CCCCO3)c(C(=O)N3CCCCC3)nc12 (stereo not drawn)
    -0.8	-1.6
O=C(O)c1cnc(-c2ccccc2)nc1Sc1cccc(Cl)c1
    0.7	0.14
CSc1cc(-c2ccccc2)[nH]c(=O)c1C#N
    -0.5	1.2
COCCn1c(-c2ccc(SC)cc2)nc2c1c(=O)[nH]c(=O)n2CC(C)C
    1.9	-1
COc1ccc(C(NC(=O)c2cc(OC)ccc2OC)c2ccccc2)cc1 (stereo not drawn)
    -1.1	-0.75
COCCC(=O)NNS(=O)(=O)c1ccc(Cl)cc1
    -2.0	-0.38
COc1cccc(C(=O)NC2CCN(CC(=O)Nc3c(C)cc(C)cc3C)CC2)c1
    -0.2	0.87
CC1(C)CC2CC(C)(CN2C(=O)COC(=O)c2cccc([N+](=O)[O-])c2)C1 (stereo not drawn)
    1.1	/
COCCOc1cc(NC(=O)c2cccc(OC)c2)c(Cl)cc1Cl
    -2.0	0.68
Cc1ccc2c(c1)CCCN2C(=O)c1cccs1
    -2.0	-1.2
CCOc1ccc(/C=N/NC(=O)c2nnn(-c3nonc3N)c2CN(C)C2CCCCC2)cc1
    -2.3	-0.69
CC(=O)Nc1ccc(/C=N/NC(=S)NC(C)C)cc1
    -0.4	-1.4

Single values from above.
In STK33 kinase inh, CNC(=O)c1c(I)c(C(=O)NCC(=O)Nc2c(I)c(C(=O)O)c(I)c(C(=O)NCCO)c2I)c(I)c(N(C)C(C)=O)c1I is listed with -0.9
In STK33 kinase inh, CC1(C)CC2CC(C)(CN2C(=O)COC(=O)c2cccc([N+](=O)[O-])c2)C1 (stereo not drawn) is listed with 1.1
In STK33 kinase inh, COCCC(=O)NNS(=O)(=O)c1ccc(Cl)cc1 is listed with -2.0

Four entries drawn at random from those above:
Second line of a record: STK33 kinase inh	Kir21 block
COc1ccc(CCNC(=O)C2CCN(C(=O)c3ccc([N+](=O)[O-])cc3)CC2)cc1
    -2.3	-0.12
CNC(=O)c1c(I)c(C(=O)NCC(=O)Nc2c(I)c(C(=O)O)c(I)c(C(=O)NCCO)c2I)c(I)c(N(C)C(C)=O)c1I
    -0.9	/
CC1(C)CC2CC(C)(CN2C(=O)COC(=O)c2cccc([N+](=O)[O-])c2)C1 (stereo not drawn)
    1.1	/
COC(=O)c1ccccc1NC(=S)NC(=O)C1CCCCC1
    -0.9	0.96

New compounds follow.
Second line of a record: STK33 kinase inh	Kir21 block
COc1ccc([C@H]2CC(=O)C=C(c3ccc4c5c(cccc35)CC4)C2)cc1
    0.0	/
Cc1ccc(C)c(NS(=O)(=O)c2ccc(OCC(=O)N3CCCC3)cc2)c1
    1.4	-2.3
Cn1c(=O)c2c(nc3n2CC(COc2ccccc2)O3)n(C)c1=O (stereo not drawn)
    -0.1	0.26
Cc1[nH]c2ccccc2c1C(=O)CSc1n[nH]c(N)n1
    -0.7	-0.01
CCN(CC)S(=O)(=O)c1ccc2[nH]c(=O)cc(C(=O)Nc3cccc(C(C)=O)c3)c2c1
    0.8	-0.05
CC1CCN(C2=NC(=O)/C(=C/c3cn(-c4ccccc4)nc3-c3cccc(S(=O)(=O)N(C)C)c3)S2)CC1
    -1.5	0.19
COc1cccc(NC(=O)c2ccccc2NS(C)(=O)=O)c1
    -0.8	0.66
O=C(CSc1nc(=O)n2ccccc2n1)NCc1ccccc1
    -0.6	0.37
Cc1ccc(-n2nc3c(c2NC(=O)c2ccc4c(c2)OCO4)CS(=O)C3)c(C)c1 (stereo not drawn)
    -1.2	-0.28
CCOCCSc1nnc2nc(C)cc(C)n12
    -18	1.6
COc1ccc(S(=O)(=O)NCCSC(C)(C)C)cc1
    -1.3	-0.4
O=C(CCS(=O)(=O)c1ccccc1)Nc1nc2c(s1)CCCC2
    0.9	-0.98
O=C(CSC1=NS(=O)(=O)c2cc(Cl)ccc2N1)Nc1ccccc1C(F)(F)F
    /	0.67
COc1ccccc1N(C)S(=O)(=O)c1ccc(C(=O)OC(C)C(=O)NCc2ccc3c(c2)OCO3)cc1 (stereo not drawn)
    0.1	-0.01
COc1cc2c(cc1OC)C(Cc1ccc(O)c(Oc3ccc(C[C@H]4c5cc(OC)c(OC)cc5CCN4C)cc3)c1)N(C)CC2 (stereo partly drawn)
    1.7	/
Cc1cccc(NC(=O)C2CCCN(c3nc(C)cc(C)n3)C2)c1 (stereo not drawn)
    -1.8	0.04
C=CCOC(=O)C1=C[C@@H](c2cn(C(C)=O)c3ccccc23)C[C@@H](OCc2ccc(CO)cc2)O1
    -1.4	-0.63
CSc1ncccc1C(=O)Nc1cccc(S(=O)(=O)N2CCCCC2)c1
    0.3	/
Nc1ncc(-c2ccccc2)c(-c2ccc(OCc3ccccc3)cc2O)n1
    -1.3	-0.51
CCOc1ccc(-c2c(C(=O)N/N=C/c3ccc(Cl)cc3)nnn2-c2nonc2N)cc1
    -1.2	0.68
CCn1ncc(CN2CCN(Cc3cccc(OC)c3)C(CCO)C2)c1C (stereo not drawn)
    -0.3	0.48
N#C/C(=C\c1cccc([N+](=O)[O-])c1)c1nnc2n1CCCCC2
    -0.5	-2.1
NC(=O)c1sc2nc(-c3ccco3)ccc2c1N
    27*	0.14
CCCCC1(C)OC(=O)C(=Cc2c[nH]c3ccccc23)C(=O)O1 (stereo not drawn)
    -0.9	0.12
O=C(/C=C/c1cccc([N+](=O)[O-])c1)OCC(=O)N1CCN(C(=O)c2ccco2)CC1
    -2.7	/
Cc1onc(-c2ccccc2Cl)c1C(=O)Nc1nnc(C(C)C)s1
    -0.5	1.1
CCN(CC(=O)Nc1ccc2c(c1)OCCO2)c1nc(-c2cccnc2)nc2ccccc12
    -0.3	-0.67
COc1ccc(-n2ncc3c2CC(C)(C)CC3NC(=O)CCc2c(C)noc2C)cc1 (stereo not drawn)
    -0.9	-0.61
O=C(/C=C/c1ccccc1Cl)OCC(=O)N1CCCC1
    -0.1	/
CCn1cc(C(=O)OCC(=O)Nc2ccc(S(=O)(=O)N3CCCC3)cc2)c(=O)c2ccc(C)nc21
    0.5	0.17

Continued, starting with the last two of the part before.
Second line of a record: STK33 kinase inh	Kir21 block
O=C(/C=C/c1ccccc1Cl)OCC(=O)N1CCCC1
    -0.1	/
CCn1cc(C(=O)OCC(=O)Nc2ccc(S(=O)(=O)N3CCCC3)cc2)c(=O)c2ccc(C)nc21
    0.5	0.17
COc1cc(/C=N/NC(=O)c2ccc(N(C)S(=O)(=O)c3ccccc3)cc2)cc(OC)c1OC
    -0.8	-0.83
CCCCCCOc1ccc(NC(=O)CC2C(=O)N(CC)C(=S)N2Cc2ccco2)cc1 (stereo not drawn)
    -1.2	2
O=C(NCc1cccnc1)c1nnc(Cc2ccc(F)cc2)o1
    1.0	-0.05
COCCNC(=O)CSc1ccc(-c2nc3ccccc3[nH]2)cn1
    -0.2	-1.2
CCCNC(=O)C12CCC(C)(C(=O)C1Br)C2(C)C (stereo not drawn)
    -2.3	/
C[C@H](CO)N1C[C@H](C)[C@@H](CN(C)S(=O)(=O)c2ccccc2)Oc2ccc(NC(=O)Nc3ccc(C(F)(F)F)cc3)cc2C1=O
    -0.9	/
O=C(CSc1nnc(SCc2ccccc2)s1)N/N=C/C=C\c1ccco1
    0.3	0.32
CC(C)Nc1nnc(SC(C)C(=O)NCc2ccc3c(c2)OCO3)s1 (stereo not drawn)
    -2.2	0.5
CC(=O)c1cccc(NC(=O)CCNC(=O)c2cccc(C)c2)c1
    -1.9	0.31
CN(C)c1nc(NCc2ccccc2)nc(N/N=C/c2ccc(Br)cc2)n1
    -0.2	1.9
Oc1ccc(/C=N/Nc2cc(N3CCCC3)nc(N3CCCC3)n2)cc1O
    0.6	-0.58
Cc1ccccc1OCC(=O)Nc1sc(C(=O)Nc2cccc(C)c2C)c(C)c1C#N
    -1.1	-1.1
Cc1cccc(OCC(=O)O/N=C(\N)c2ccc(Cl)cc2)c1
    -0.4	-0.47
CCc1cc(=O)oc2cc(OCC(=O)N3CCC[C@H]3C(=O)O)ccc12
    0.0	-0.05
COc1ccc(CC2(CO)CCN(Cc3cccc(OC)c3OC)CC2)cc1
    0.2	0.07
